Bioassay records as filed in PubChem BioAssay.
PP1 counter: blocks human PP1-alpha phosphatase, a PP5 counter-screen; purified PP1alpha, OMFP fluorescence; inhibition, % at 6.7 µM; 320,000 tested, 0.9% active; AID 2235;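 active = inhibition above the mean inhibition of all tested compounds plus 3 SD, computed separately for each screening campaign, cut at about 15% in these data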
Fh CTSL1 inh: blocks F. hepatica cathepsin L1 in PFM18AAP counter-screen; recombinant F. hepatica cathepsin L1, Z-Leu-Arg-MCA fluorescence; inhibition, % at 5.96 µM; 300,000 tested, 0.49% active;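 active = inhibition above the mean of all tested compounds plus 3 SD, set per screening campaign, cut at about 17% in these data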;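 also: 0% = plate median of test compound wells and 100% = 1 µM Z-Phe-Ala-diazomethylketone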
procasp3 activ: activators of human procaspase-3 | P42574 | recombinant procaspase-3 D3A, Ac-DEVD-pNA absorbance 405 nm | activation, % at 8.5 µM | 330,000 tested, 0.11% active | AID 463141;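 active = activation above the mean of all tested compounds plus 3 SD, cut at about 21% in these data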;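 also: 0% = DMSO alone and 100% = DMSO wells spiked with extra 5 µM PC-3 D3A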
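Assay system: Autoprocessing-dead procaspase-3 D3A mutant enzyme; also added: Ac-DEVD-pNA; doses: one concentration, 8.5 µM nominal, 0.8% DMSO; times: 1 h compound preincubation, 2 h substrate hydrolysis at 25 °C; technique: 405 nm absorbance of p-nitroaniline, reads at 0 and 120 min; measure: % activation between DMSO and enzyme-spiked controls; repeats: single replicate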
core dimer inh: HCV core protein dimerization inhibition | inhibition, % at 5 µM | TR-FRET GST/Flag-core106 dimerization, 1536-well | 300,000 tested, 0.33% active;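 active = inhibition above the mean of all tested compounds plus 3 SD, set per screening campaign, cut at about 45% in these data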
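Assay system: GST-tagged and Flag-tagged HCV core protein residues 1-106 / Times: compound-protein-antibody incubation 4 h at 22.5 °C / Signal: time-resolved FRET, ex 340 nm, em 617 and 671 nm / Evaluation: % inhibition based on acceptor/donor emission ratio / Benchmarks: wells lacking GST-core106 and wells with excess unlabelled core106 / Repeats: singlicate, one well per compound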
AHR activator: activators of human aryl hydrocarbon receptor; 320,000 tested, 2.5% active; activation, % at 5 µM; AID 2796; AHR-responsive luciferase reporter cells, luminescence; P35869; in the data active = activation above about 47%;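 also: 0% = vehicle wells and 100% = reference agonist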
Target sequence (P35869 whole entry, looked up): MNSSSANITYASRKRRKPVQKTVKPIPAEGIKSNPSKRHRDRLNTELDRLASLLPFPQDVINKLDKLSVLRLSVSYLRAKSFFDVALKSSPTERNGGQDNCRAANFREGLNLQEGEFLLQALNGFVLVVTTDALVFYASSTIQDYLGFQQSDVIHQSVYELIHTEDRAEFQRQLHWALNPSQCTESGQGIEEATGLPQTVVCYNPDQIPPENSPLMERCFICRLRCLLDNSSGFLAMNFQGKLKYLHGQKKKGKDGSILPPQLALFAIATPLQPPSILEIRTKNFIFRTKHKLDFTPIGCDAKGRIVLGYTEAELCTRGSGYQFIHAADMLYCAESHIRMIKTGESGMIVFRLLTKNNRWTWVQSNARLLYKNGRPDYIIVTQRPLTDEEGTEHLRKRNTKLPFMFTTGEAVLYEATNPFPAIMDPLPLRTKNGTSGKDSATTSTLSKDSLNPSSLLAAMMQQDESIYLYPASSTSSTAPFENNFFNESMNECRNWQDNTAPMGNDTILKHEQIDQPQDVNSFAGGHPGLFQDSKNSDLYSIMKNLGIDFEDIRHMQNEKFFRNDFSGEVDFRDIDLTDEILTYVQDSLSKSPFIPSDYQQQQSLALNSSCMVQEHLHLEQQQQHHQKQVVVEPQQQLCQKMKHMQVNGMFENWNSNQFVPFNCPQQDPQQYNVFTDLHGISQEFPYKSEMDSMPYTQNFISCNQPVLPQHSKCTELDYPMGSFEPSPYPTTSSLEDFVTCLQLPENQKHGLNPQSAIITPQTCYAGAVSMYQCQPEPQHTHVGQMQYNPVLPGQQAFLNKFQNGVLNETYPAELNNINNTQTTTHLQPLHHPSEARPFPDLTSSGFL
TPT1 inh: C. albicans TPT1 enzyme inhibition; recombinant caTPT1, FP RNA substrate dephosphorylation; 300,000 tested, 0.81% active; AID 1962; inhibition, % at 5 µM;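 active = inhibition above the mean of all tested compounds plus 3 SD, set per screening campaign, cut at about 24% in these data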;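 also: plate controls were DMSO alone for no effect and ferristatin control at 100 nM for full effect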
PAFAH2 inh: PAFAH2 (human) inhibition; Q99487; recombinant PAFAH2, FP-rhodamine activity probe, fluorescence polarization; inhibition, % at 3.39 µM; 340,000 tested, 0.99% active;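 active = inhibition above the mean over all tested compounds plus 3 SD, cut at about 30% in these data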;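 also: inhibitors block probe labeling of enzyme so polarization drops; 0% = enzyme with DMSO and 100% = wells lacking PAFAH2 protein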
PP5 primary: blocks human protein phosphatase 5 activity | 320,000 tested, 0.18% active | P53041 | AID 1987 | inhibition, % at 6.7 µM | purified PP5c, OMFP substrate fluorescence;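 active = inhibition above the campaign's mean inhibition across all tested compounds plus 3 SD, cut at about 9.5% in these data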;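 also: 0% = DMSO only and 100% = 100 µM cantharidin control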
proCasp7 act: activates human procaspase-7, counter-screen for procaspase-3 activators | P55210 | recombinant procaspase-7, Ac-DEVD-pNA absorbance 405 nm; D23A/D198A/D206A triple mutant, cannot self-cleave; scale: DMSO 0, 5 µM enzyme 100 | activation, % at 8.5 µM | 330,000 tested, 0.093% active;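 active = percent activation above the screen-wide mean plus 3 SD, cut at about 25% in these data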
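Assay system: Uncleavable procaspase-7 mutant enzyme; Input: 2 µM procaspase-7 mutant as dispensed; Also added: DEVD-pNA substrate; Medium: Zinc-free HEPES pH 7.4 with 300 mM NaCl, 0.01% Triton X-100; Timing: 1 h compound preincubation, 2 h substrate cleavage, 25 °C; Measured by: Epi-absorbance of released pNA at 405 nm, two timepoints.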
An asterisk follows results filed as active; · = not tested or not shown.

Molecule,PP1 counter,Fh CTSL1 inh,procasp3 activ,core dimer inh,AHR activator,TPT1 inh,PAFAH2 inh,PP5 primary,proCasp7 act
C[C@H](CO)N1C[C@H](C)[C@@H](CN(C)S(=O)(=O)c2cccs2)Oc2ccc(NC(=O)Nc3ccc(C(F)(F)F)cc3)cc2C1=O,·,·,-0.9,·,-2.3,·,-96.3,·,-5.0
CCOC(=O)C(C)Oc1cc(Cl)c(C=O)cc1OC (stereo unspecified),-6.2,-1.8,-1.8,1.0,0.4,-6.2,-0.3,-2.8,-0.3
COCc1ccc(C(=O)N2CCCC(N3CCN(c4ccccc4C)CC3)C2)s1 (stereo unspecified),1.8,-0.1,-1.9,-0.8,-1.7,-2.8,0.2,-0.8,7.5
O=C(CSc1nc2ccccc2c(=O)n1-c1ccccc1)N1CCCC1,0.3,0.5,-5.8,2.2,1.9,-0.4,3.9,-0.2,-8.9
COC(=O)CN1C(=O)COc2ccc(S(=O)(=O)NCc3ccc(F)cc3)cc21,-2.6,-7.7,-2.5,-2.3,3.3,1.7,-7.4,2.0,-0.8
COc1ccc(C2=NN(C(=O)c3ccc(Cl)c([N+](=O)[O-])c3)C(c3ccccc3)C2)cc1 (stereo unspecified),4.1,0.1,-4.2,16.2,-0.1,2.8,0.1,2.5,9.9
COc1ccc(CN(C)CCc2ccccn2)c(OC)c1OC,2.0,-0.5,-8.2,-1.0,-2.7,-2.1,-6.3,0.7,0.8
O=C(CSc1ccsc1[N+](=O)[O-])NCc1ccccc1,-1.8,3.9,-7.7,2.4,13.7,3.9,7.9,-0.3,-2.6
Cc1cc(C(C)(C)C)cc(C)c1CC1=NCCN1,-1.1,-6.6,6.2,-7.9,-0.5,-3.1,2.7,5.9,1.8
CCc1ccc(NC(=O)CC2NCCNC2=O)cc1 (stereo unspecified),-3.0,-0.1,8.9,1.7,5.2,-1.5,2.2,-1.2,6.5
CCCCCCSc1nsc(NC(=O)CC(C)C)n1,-0.9,0.1,2.4,-1.4,-12.9,-4.7,4.5,6.0,3.2
Cc1cccc(N2CCN(C(=O)CCC(=O)N3CCOc4ccc(Cl)cc43)CC2C)c1 (stereo unspecified),-1.6,1.7,6.9,11.7,2.2,-0.5,0.8,2.5,3.0
Cc1nc(C)c(C(=O)C2=C(O)C(=O)N(CCCn3ccnc3)C2c2ccc(Cl)cc2)s1 (stereo unspecified),0.4,4.1,-5.9,0.1,4.5,8.8,2.0,0.2,-3.1
CN(C)C=Nc1ccc2nc3c(cc2c1)[nH]c1ccccc13,-0.6,6.9,6.1,1.0,70.9*,2.3,0.7,2.9,2.9
O=C(CSc1nc2ccccc2o1)c1ccc2c(c1)OCCO2,3.8,0.9,6.5,-1.1,14.3,-2.8,-6.8,2.4,7.2
COc1ccc(NC(=O)C2CCCN(S(=O)(=O)c3ccc4c(c3)CC(C)N4C(C)=O)C2)cc1 (stereo unspecified),1.7,2.3,4.5,-2.7,-0.9,-4.5,-3.4,-1.6,0.1
COc1ccc(C(=O)/C=C/c2cccs2)c(OC(=O)c2cccc([N+](=O)[O-])c2)c1,-9.0,0.0,-5.7,16.8,3.7,-1.1,1.0,1.0,-0.3
CCOC(=O)c1c(NC(=O)c2nn(CC)cc2Br)sc2c1CCCCC2,-1.2,-0.6,-1.9,3.0,1.2,-3.0,-3.4,0.1,-5.7
O=C1Nc2cc(Cl)ccc2C1(N1CCNCC1)C(F)(F)F (stereo unspecified),0.8,-2.5,0.5,1.6,-2.8,-1.0,5.4,0.2,5.2
CCOc1c(S(=O)(=O)N2CCCC2)ccc(Cl)c1Cl,1.0,1.4,3.1,7.2,1.1,7.0,7.9,1.9,19.0
COC(=O)c1c(NC(=S)NN2CCOCC2)sc2c1CCCC2,4.1,1.3,-3.4,8.9,2.3,-2.3,6.0,1.9,-10.0
Cc1ccc2c(CN3CCN(Cc4ccccc4)CC3)cc(=O)oc2c1,-2.6,0.8,6.4,1.3,5.2,5.8,13.0,1.0,9.8
Cn1c(/C(C#N)=C(\O)c2ccc(Br)s2)nc2ccccc21,0.9,1.4,-8.8,-394.2,51.5*,-5.2,-2.3,2.9,-6.5
O=C(CNC(=O)c1ccc(F)cc1)c1ccccc1,-0.8,-0.2,-2.2,0.2,3.7,5.1,3.1,2.6,5.6
COCCN(CC1CCCN(C2Cc3ccccc3C2)C1)C(=O)CCC(F)(F)F (stereo unspecified),2.8,2.7,6.2,12.6,4.5,1.0,17.0,-0.2,3.2
COc1cccc(-n2nc3c(=O)n(Cc4ccccc4Cl)nc(C)c3c2C)c1,-1.6,11.6,-3.0,-2.4,-1.2,0.4,-9.3,1.3,6.8
CCOc1cc(/C=N/NC(=O)c2cccnc2)ccc1O,1.1,-0.5,9.2,-7.2,13.1,-0.5,-5.0,-2.5,1.6
CCCCCOC(=O)Cn1c(=O)oc2ccccc21,8.3,4.6,8.2,-7.0,0.8,-2.1,0.2,3.9,-3.1
O=C(CSc1cccc2cccnc12)N/N=C/c1cccc(O)c1,-1.9,-6.7,1.1,12.8,4.5,-2.7,1.5,3.1,-1.7
CC/C(Cc1ccccc1)=N/NC(=O)CCn1nnc2ccccc21,1.9,1.4,9.7,3.4,7.2,-0.3,1.2,1.1,7.9
CCOC(=O)C1=C(C)N(CCC(=O)O)C(=O)NC1c1ccccc1Cl (stereo unspecified),-3.1,4.0,-8.0,-1.4,-0.4,-0.9,0.3,0.1,-2.2
Cc1ccc2[nH]c(=O)c(CN(CCO)Cc3nnnn3CCc3ccccc3)cc2c1,4.9,-1.0,4.8,4.0,14.4,1.4,5.5,3.0,8.4
COc1ccc(S(=O)(=O)Cc2ccc(C(=O)N3CC(C)CC(C)C3)o2)cc1 (stereo unspecified),5.6,-1.9,5.5,3.6,-1.1,-0.6,-7.5,1.6,3.7
N#Cc1ccc(OS(=O)(=O)c2ccc(-c3ccon3)s2)cc1,-3.2,8.0,6.3,-18.3,-8.6,-0.6,0.6,-3.0,-8.0
CC(=O)Nc1ccc(SCc2ncc(-c3ccccc3)o2)cc1,-4.9,-0.7,0.9,7.2,13.3,-1.7,-4.6,3.8,-7.5
COc1ccc(C(=O)NC(=S)Nc2nc(-c3ccc(OC)c(Br)c3)cs2)cc1Br,1.5,1.4,-2.4,2.6,1.5,-2.6,1.8,0.1,2.1
COCCNC(=O)CCN1N=C(c2ccccc2)CCC1=O,-0.1,-1.1,0.8,-13.1,1.1,0.4,-4.8,-1.0,-9.4
CC(Sc1nnc(C2CC2)n1Cc1ccccc1)C(=O)N1CCNC1=O (stereo unspecified),-2.0,·,-5.6,·,-0.2,·,0.1,-1.7,3.7
COc1ccccc1-c1ocnc1C(=O)N1CCN(S(=O)(=O)c2ccc(NC(C)=O)cc2)CC1,-3.0,3.6,4.8,8.5,-3.2,-2.1,-7.2,-1.0,2.9
CCn1c(=O)c2cc(C(=O)N3CCOCC3)sc2c2ccccc21,-5.7,-1.6,4.5,-2.9,31.8,-1.2,7.3,1.6,-4.4

Shown as a hit in AHR activator, of those listed so far:
molecule,procasp3 activ,core dimer inh,AHR activator,TPT1 inh,PAFAH2 inh,PP5 primary
CN(C)C=Nc1ccc2nc3c(cc2c1)[nH]c1ccccc13,6.1,1.0,70.9*,2.3,0.7,2.9
Cn1c(/C(C#N)=C(\O)c2ccc(Br)s2)nc2ccccc21,-8.8,-394.2,51.5*,-5.2,-2.3,2.9

Carrying on:
Molecule,PP1 counter,Fh CTSL1 inh,procasp3 activ,core dimer inh,AHR activator,TPT1 inh,PAFAH2 inh,PP5 primary,proCasp7 act
Cc1oc(-c2ccc(Cl)cc2)nc1CS(=O)CC(=O)NC1CCCC1 (stereo unspecified),-4.5,-3.0,11.5,1.2,2.7,1.2,0.9,2.8,7.9
CCOc1ccc2oc(C(=O)N3CCN(c4ccccc4OCC)CC3)c(C)c2c1,-0.1,8.4,-4.1,6.8,37.1,0.0,3.3,1.2,0.8
Cn1c(SCC(=O)N2CCOCC2)nnc1-c1ccc(Cl)cc1Cl,-0.2,2.1,2.6,-3.8,-0.4,-4.5,-5.1,-0.5,8.6
Cc1nn(CCCC(=O)NCc2ccco2)c(=O)c2nn(-c3ccccc3)c(C)c12,-3.3,4.4,0.2,4.3,0.6,-0.5,4.1,0.6,11.7
CN(C)c1ccnc(Nc2ccccc2)c1C#N,-0.4,-4.6,9.7,-4.3,0.3,-2.8,·,2.2,0.5
Cc1ccccc1NC(=O)Nc1nc2ccc(S(C)(=O)=O)cc2s1,-0.5,3.5,10.7,5.0,14.4,-4.2,-13.2,-0.2,4.4
COCCCn1c(SCC(=O)N2CCc3ccccc32)nnc1-c1ccoc1C,9.5,-4.3,2.6,54.8*,17.9,-4.7,7.6,-1.9,-4.7
O=C(NCCN1CCOCC1)c1cc(-c2ccc(F)cc2)on1,-5.2,1.0,1.9,-1.1,19.1,0.3,-0.2,2.5,-1.8
CCOC(=O)C1CCN(S(=O)(=O)c2ccc3c(c2)NC(=O)C(C)C(=O)N3)CC1 (stereo unspecified),-6.2,2.2,-3.7,-17.1,0.6,-1.0,6.1,4.0,-13.2
CC(C)NC(=O)C1CCN(C(=O)C(C(=O)c2ccccc2)n2cc(Cl)ccc2=O)CC1 (stereo unspecified),0.9,1.9,4.9,1.5,-1.8,-2.7,-4.7,-0.2,2.1
O=S(=O)(NCCSc1ccccc1)c1ccc(F)cc1,-2.0,-3.6,5.6,1.4,3.5,0.2,3.3,0.7,-8.7
Cc1ccc2nc(SCC(=O)N3CCOCC3)[nH]c2c1,-1.6,-3.3,-1.4,0.2,24.5,5.3,6.6,3.1,12.2

Compound profiles (already shown). Values in the order: PP1 counter | Fh CTSL1 inh | procasp3 activ | core dimer inh | AHR activator | TPT1 inh | PAFAH2 inh | PP5 primary | proCasp7 act
Cc1ccc2nc(SCC(=O)N3CCOCC3)[nH]c2c1 as listed: -1.6 | -3.3 | -1.4 | 0.2 | 24.5 | 5.3 | 6.6 | 3.1 | 12.2
Cc1nn(CCCC(=O)NCc2ccco2)c(=O)c2nn(-c3ccccc3)c(C)c12 as listed: -3.3 | 4.4 | 0.2 | 4.3 | 0.6 | -0.5 | 4.1 | 0.6 | 11.7
O=S(=O)(NCCSc1ccccc1)c1ccc(F)cc1 as listed: -2.0 | -3.6 | 5.6 | 1.4 | 3.5 | 0.2 | 3.3 | 0.7 | -8.7
CC(C)NC(=O)C1CCN(C(=O)C(C(=O)c2ccccc2)n2cc(Cl)ccc2=O)CC1 (stereo unspecified) as listed: 0.9 | 1.9 | 4.9 | 1.5 | -1.8 | -2.7 | -4.7 | -0.2 | 2.1
